Screens deposited in PubChem by several laboratories.
H69AR inhibit – blocks growth of human H69AR lung tumor cells | H69AR lung tumor viability, ATP luminescence, 72 h; hits give low values | viability, % at 10 µM | 85,000 tested, 6% active | AID 598;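 active = viability at or below 40%; inactive = viability above 40%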;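 note: multidrug resistant small cell line overexpressing MRP-1 efflux transporter; 100% = mean luminescence of untreated control wells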
HUVEC inhibit – blocks proliferation of human endothelial cells; HUVEC proliferation, CellTiter-Glo luminescence, 72 h; hits give low values; viability, % at 10 µM (by protocol); 86,000 tested, 1.1% active; AID 648;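 active = viability at or below 30%; inactive = viability above 30%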;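 note: 100% = median luminescence of DMSO-only cell control wells on each plate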
Smad3 FoxH1 inh – blocks human Smad3 binding to FoxH1 peptide; P84022; TR-FRET Smad3/Dy647-FoxH1 peptide binding, europium anti-His; inhibition, % at 25 µM; 88,000 tested, 0.29% active; AID 630;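 active = compounds that reduce the energy-transfer binding signal between the protein and its labelled peptide by more than half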;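 note: 0% = Smad3 plus labelled peptide maximal FRET and 100% = peptide-only background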
Target sequence (P84022 whole entry, looked up): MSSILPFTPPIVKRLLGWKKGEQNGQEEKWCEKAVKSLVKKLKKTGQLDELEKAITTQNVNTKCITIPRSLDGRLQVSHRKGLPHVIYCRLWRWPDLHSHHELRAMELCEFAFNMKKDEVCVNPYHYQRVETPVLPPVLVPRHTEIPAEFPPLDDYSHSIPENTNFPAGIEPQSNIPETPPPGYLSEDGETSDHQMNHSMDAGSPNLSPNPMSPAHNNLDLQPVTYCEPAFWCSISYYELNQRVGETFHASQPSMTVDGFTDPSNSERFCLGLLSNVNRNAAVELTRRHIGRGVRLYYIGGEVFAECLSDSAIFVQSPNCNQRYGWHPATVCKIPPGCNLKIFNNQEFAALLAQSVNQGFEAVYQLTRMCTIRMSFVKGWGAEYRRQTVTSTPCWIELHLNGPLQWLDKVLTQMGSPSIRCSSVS
ERa coact pot – enhances coactivator binding to human estrogen receptor alpha. 86,000 tested, 1.3% active. P03372. coactivator binding (% of control), % at 25.6 µM. TR-FRET ERalpha-LBD/SRC-Cy5 coactivator binding, 2 h; 100 = basal binding, no effect; in the data active = activity above about 200%;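 note: binding measured in presence of low estradiol as agonist stimulus; 0% = peptide alone without receptor and 100% = receptor with peptide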
ERa coact inh – blocks coactivator binding to human estrogen receptor alpha. inhibition, % at 25.6 µM. TR-FRET ER-alpha LBD / SRC-1 peptide, estradiol-bound. 86,000 tested, 1.7% active; in the data active = inhibition above about 50%;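 note: 0% = receptor plus peptide control and 100% = peptide only without receptor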
sEH act – increases human soluble epoxide hydrolase activity; P34913; purified human sEH enzymatic activity, activator screen; activation, % at 2 µM; 91,000 tested, 0.04% active; in the data active = activation above about 37%; note: values of inactives mirror those of a sister screen read the other way
Target sequence (P34913 whole entry, looked up): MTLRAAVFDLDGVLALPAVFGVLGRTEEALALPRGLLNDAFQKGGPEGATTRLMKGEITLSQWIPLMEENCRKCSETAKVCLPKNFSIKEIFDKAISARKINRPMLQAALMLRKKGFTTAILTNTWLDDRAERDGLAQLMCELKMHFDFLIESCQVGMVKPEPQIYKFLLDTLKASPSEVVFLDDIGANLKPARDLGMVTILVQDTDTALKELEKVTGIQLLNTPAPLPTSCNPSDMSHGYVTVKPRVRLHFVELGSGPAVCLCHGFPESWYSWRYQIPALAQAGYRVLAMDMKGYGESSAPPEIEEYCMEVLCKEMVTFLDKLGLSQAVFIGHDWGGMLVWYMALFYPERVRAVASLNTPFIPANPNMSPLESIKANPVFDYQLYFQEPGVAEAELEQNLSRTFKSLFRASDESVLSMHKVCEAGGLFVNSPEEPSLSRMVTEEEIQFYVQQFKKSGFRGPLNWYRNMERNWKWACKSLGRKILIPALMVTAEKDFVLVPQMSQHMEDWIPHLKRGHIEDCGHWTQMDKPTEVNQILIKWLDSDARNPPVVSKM
Candida biofilm – kills Candida albicans biofilms; C. albicans biofilm + clotrimazole, Alamar Blue; inhibition, % at 6 µM; 85,000 tested, 0.14% active; AID 834;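 active = inhibition above 20%; inactive = inhibition below 20%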;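 note: preformed 24 hr biofilms exposed to compound for 48 hr; 0% = biofilm without compound and 100% = blank killed by clotrimazole plus chlorhexidine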
Fibroblast inh – blocks proliferation of human lung fibroblasts; viability, % at 10 µM; LL 47 human lung fibroblast viability, ATP luminescence; hits give low values; 85,000 tested, 1.1% active;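 active = viability at or below 50% in the single dose screen; inactive = viability above 50%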;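 note: compound exposure lasted 72 h before the ATP readout; 100% = median luminescence of untreated cell-only wells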
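Material: human lung fibroblast line LL 47, low passage; Evaluation: viability percentage against median untreated-cell control; Buffer or medium: 15% FBS in IMEM; Incubation: 72 h compound exposure at 37 °C after overnight plating; Dosing: 0.1% DMSO in all compound wells; Measured by: CellTiter-Glo luminescence.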
ERb SRC1 inh – ER-beta (human) coactivator binding inhibition; Q92731; TR-FRET ER-beta LBD / SRC1-Cy5 peptide binding; receptor agonist-loaded with 1 µM estradiol; inhibition, % at 25.6 µM; 86,000 tested, 1.3% active; AID 633;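 active = compounds whose percent inhibition of the receptor-coactivator binding signal exceeds about 50% in the single-dose screen, limit read from the data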;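 note: 0% = receptor plus peptide wells without compound and 100% = peptide-only wells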
* = called active by the depositor; / = no result given; [ ] = another dose, or the depositor's remark. Not all compounds are listed; count on the stated rates, not on these rows.

Every second line gives: H69AR inhibit	HUVEC inhibit	Smad3 FoxH1 inh	ERa coact pot	ERa coact inh	sEH act	Candida biofilm	Fibroblast inh	ERb SRC1 inh
1: Cc1ccc(/C(O)=C/C(=O)C(=O)NNC(=O)C(O)(c2ccccc2)c2ccccc2)cc1
→ 11*	78	11	74[fluorescence artefact?]	0[fluorescence artefact?]	-3	8	112	-6[fluorescence artefact?]
2: CCc1ccc(S(=O)(=O)Nc2c(C)nn(C)c2C)cc1
→ 104	113	-10	98	-6	-1	5	102	-10
3: CCOCCCNC(=O)c1c(-c2ccccc2)noc1C
→ 96	103	2	113	-7	7	5	96	-4
4: CCCCCN1CC(O)=C(c2nc(-c3ccc(Cl)cc3)cs2)C1=N
→ 99	102	-126	293*[fluorescence artefact?]	66*[fluorescence artefact?]	10	-2	100	40[fluorescence artefact?]
5: CCOC(=O)CCC(=O)Nc1ccccc1C(N)=O
→ 90	90	0	129	53*	3	6	98	-3
6: Cc1ccc2oc3c(c(=O)c2c1)C(c1cccc(Cl)c1)N(CCCN1CCOCC1)C3=O (stereo not drawn)
→ 65	91	9	82	4	/	5	98	-10
7: CCCNc1nc2c(c(=O)[nH]c(=O)n2C)n1CCc1ccccc1
→ 94	101	4	99	-14[fluorescence artefact?]	/	4	98	-8
8: Nn1c(SCC(=O)Nc2ccc3c(c2)OCO3)nnc1C1CC1
→ 95	96	3	82	28	-1	1	92	30
9: O=C(COC(=O)c1cc(-c2ccc(Cl)s2)nc2ccccc12)NCc1ccco1
→ 27*	64	9	65[fluorescence artefact?]	23	10	5	95	27
10: CCOc1cc(NC(=O)c2cnccn2)c(OCC)cc1NC(=O)c1ccc(C)cc1
→ 110	97	8	113	14	-1	10	98	5[fluorescence artefact?]
11: CCc1cc(/C(Cc2ccccn2)=N\O)c(O)cc1O
→ 74	85	-8	82	-1	3	7	95	-8
12: Cc1ccc(OCC(=O)Nc2ccc3c(c2)nc(CCN2CCOCC2)n3C)cc1
→ 81	96	-3	92	-3	-4	-1	95	3
13: Nc1c(C(=O)NCc2ccc3c(c2)OCO3)nnn1-c1ccc(OC(F)(F)F)cc1
→ 81	84	0	111	2	-12	2	99	1
14: COc1ccccc1N(CC(=O)Nc1ccc(F)c(F)c1)S(C)(=O)=O
→ 94	95	-6	112	-5[fluorescence artefact?]	2	8	100	-3
15: N#Cc1nc(Cc2cccc3ccccc23)oc1NCc1ccc2c(c1)OCO2
→ 56	66	-1	131	-5	4	3	96	2
16: CCCCOc1ccc(C2OC34CCCCC3C(C#N)(C#N)C2(C#N)C(=N)O4)cc1 (stereo not drawn)
→ 43	84	2	99	-15	8	-6	88	-3
17: Cc1onc(-c2ccccc2)c1-c1n[nH]c(=S)n1-c1ccccc1Cl
→ 69	92	1	94	-16	13	7	92	-2
18: CC(=O)NC(N1CCCCC1)C(F)(F)C(F)(F)C(F)(F)C(F)F (stereo not drawn)
→ 82	107	0	110	-3	/	4	/	-4
19: COc1ccc(C2C(C(C)=O)=C(O)C(=O)N2CCc2c[nH]c3ccccc23)cc1OC (stereo not drawn)
→ 117	103	7	114	-1	12	0	94	-4
20: COC(=O)c1cc(OC)c(OC)cc1N
→ 96	93	5	133[fluorescence artefact?]	-3	/	8	/	-1
21: CCOc1cccc(-c2nnc3sc(-c4cc(OC)c(OC)c(OC)c4)nn23)c1
→ 19*	28*	-30	161	73*	/	2	58	46[fluorescence artefact?]
22: CCOC(=O)c1oc2ccccc2c1N
→ 96	92	-9	99	-5	5	9	104	-8
23: CCOC(=O)NC(=O)CSc1nc(C)cc(C(F)(F)F)c1C#N
→ 97	90	7	100	-5	-5	8	89	-9
24: CCn1c(SCC(=O)Nc2nc(C)cs2)nnc1C(C)NC(=O)c1ccccc1 (stereo not drawn)
→ 88	98	-3	96	0	-4	4	98	3[fluorescence artefact?]
25: O=C(N1CCOCC1)N1CCN(C(=O)N2CCOCC2)CC1
→ 94	92	13[fluorescence artefact?]	102	5	10	4	101	-8
26: C/C(N)=C(/C#N)C(=O)COC(=O)C(NS(=O)(=O)c1ccc(Cl)cc1)C(C)O (stereo not drawn)
→ 71	96	-12	93	-2	7	1	93	5
27: COc1ccc(Cl)cc1S(=O)(=O)N1CCCC1
→ 96	89	19	96	-3	6	-1	94	-2
28: Cc1ccc(N2CC(C(=O)N3CCCc4ccccc43)CC2=O)cc1 (stereo not drawn)
→ 101	94	-5	95[fluorescence artefact?]	7	/	8	108	4[fluorescence artefact?]
29: Cc1cc(N2C(=O)C(O)=C(C(=O)c3cccs3)C2c2cccc(O)c2)no1 (stereo not drawn)
→ 97	95	-12	99	-7	-11	0	101	9
30: CC(=O)CSc1nnc(NC(=O)CCc2ccccc2)s1
→ 70	89	6	102	6	-10	1	96	0
31: CCOc1ccc(C(Nc2ccc(C)cc2)P2(=O)OCC(C)(C)CO2)cc1 (stereo not drawn)
→ 90	94	0	124	-6	-2	12	92	-1
32: COc1cccc(-c2csc3nnc(SCC(=O)NCc4cccs4)n23)c1
→ 83	92	3	115[fluorescence artefact?]	5	-2	5	101	-9
33: O=C(CCSc1nnc(-c2ccncc2)o1)Nc1ccc(F)cc1
→ 88	105	0	121	5	/	-3	111	-14[fluorescence artefact?]
34: CCOc1ccc(S(=O)(=O)n2ccc(C)n2)c2ccccc12
→ 100	105	-4	117	13	18	5	100	8[fluorescence artefact?]
35: CCn1c(SCC(=O)Nc2nnc(C)s2)nc2c(c1=O)SC(C)C2 (stereo not drawn)
→ 97	110	9	102	-4	/	4	103	-5
36: CC1(C)CC(=O)C(C=NCc2ccc3c(c2)OCO3)=C(O)C1
→ 91	90	18[fluorescence artefact?]	95	-20	1	9	94	-18
37: Nc1cc(=O)[nH]c(SCC(=O)N2CCCc3ccccc32)n1
→ 94	80	5[fluorescence artefact?]	93[fluorescence artefact?]	-7	-1	7	98	-6[fluorescence artefact?]
38: CCCCn1nnc(NC(=O)COc2ccc(Cl)c(C)c2)n1
→ 88	85	-3	114	6[fluorescence artefact?]	-23	-3	102	4
39: COCCCNC(=O)c1cn(Cc2c(F)cccc2Cl)nn1
→ /	97	0	124	-5	6	1	94	6
40: O=C(OCCN1CCOCC1)c1ccc2c(c1)OCCO2
→ 89	91	-5	91	-5	2	14	96	0
41: CCOC(=O)C1C(=O)NC(N2CCc3ccccc32)=NC1c1ccccc1 (stereo not drawn)
→ 71	93	-4	102	-2	2	5	114	-13
42: CC(=O)Nc1ccc(S(=O)(=O)N2CCN(c3cccc(C)c3C)CC2)cc1
→ 37*	59	-4	94	-7	-9	11	93	-8
43: Cc1cc(C(=O)OCC(=O)N2CCN(c3ccccc3)CC2)c2ccccc2n1
→ 77	90	8	113[fluorescence artefact?]	-8	6	9	93	2
44: Cc1ccc(C2/C(=C(/O)c3ccc(Br)cc3)C(=O)C(=O)N2Cc2ccco2)o1 (stereo not drawn)
→ 90	93	4	79	-13	-9	6	103	4
45: CCC(=Nc1ccc(N)cc1)C1=C(O)C(C(=O)OC)C(C)(C)CC1=O (stereo not drawn)
→ /	89	1	123	3	-6	3	97	83*[fluorescence artefact?]
46: Cc1cccc2sc(NC(=O)CNS(=O)(=O)c3ccc(Br)s3)nc12
→ 97	87	4	126[fluorescence artefact?]	3	-8	-2	94	13[fluorescence artefact?]
47: CCN1CCN(Cc2cccc(Oc3ccc(Cl)cc3)c2)CC1
→ 47	83	10	85	4	11	3	97	-4
48: O=C(c1ccc(CNc2c(N3CCOCC3)c(=O)c2=O)cc1)N1CC=C(c2ccccc2)CC1
→ 93	107	-9	86	2[fluorescence artefact?]	/	7	96	1[fluorescence artefact?]
49: COc1ccc(C(=O)CSc2nnc(-c3ccco3)n2C)cc1
→ 93	96	0	80	42	11	5	92	10
50: CCCCOCC(O)CN1CCN(C(C)=O)CC1 (stereo not drawn)
→ 99	101	-1	105	-9	5	5	101	-1

An excerpt of these results, as labelled records:
45) CCC(=Nc1ccc(N)cc1)C1=C(O)C(C(=O)OC)C(C)(C)CC1=O (stereo not drawn)
  H69AR inhibit = /	HUVEC inhibit = 89	Smad3 FoxH1 inh = 1	ERa coact pot = 123	ERa coact inh = 3	sEH act = -6	Candida biofilm = 3	Fibroblast inh = 97	ERb SRC1 inh = 83*[fluorescence artefact?]
46) Cc1cccc2sc(NC(=O)CNS(=O)(=O)c3ccc(Br)s3)nc12
  H69AR inhibit = 97	HUVEC inhibit = 87	Smad3 FoxH1 inh = 4	ERa coact pot = 126[fluorescence artefact?]	ERa coact inh = 3	sEH act = -8	Candida biofilm = -2	Fibroblast inh = 94	ERb SRC1 inh = 13[fluorescence artefact?]

Taken from above.
In Fibroblast inh, cpd 48 has the entry 96
In sEH act, cpd 47 has the entry 11

The list goes on:
Every second line gives: H69AR inhibit	HUVEC inhibit	Smad3 FoxH1 inh	ERa coact pot	ERa coact inh	sEH act	Candida biofilm	Fibroblast inh	ERb SRC1 inh
51: CCC(C)N(CCNC(=O)CC1Oc2ccc(C)cc2NC1=O)C1CCCCC1 (stereo not drawn)
→ 82	103	-10	112	-2	/	-2	108	12[fluorescence artefact?]
52: CCOC(=O)c1cnc2c(C(=O)OC)cccc2c1NCCN1CCOCC1
→ 59	85	10	98	-8	-3	8	97	1
53: CCOC(=O)c1[nH]c(C)c(C(=O)NCc2ccc(C)cc2)c1C
→ 91	59	-2	122	-2	6	6	97	-8
54: COc1ccc(OC)c(NC(=O)Cc2nn(C)c(=O)c3ccccc23)c1
→ 73	96	4	111	-48	2	4	89	-23
55: COc1ccc(CNC(=O)c2c(C)cc(=O)oc2C)cc1OC
→ 98	102	-8	104	4[fluorescence artefact?]	/	9	98	-4[fluorescence artefact?]
56: CC1(C)CC(=O)C(C(=O)/C=C/NCCc2ccccc2)C(=O)C1
→ 96	104	13	104	7	-7	-7	103	5
57: CCC(C)(C)n1nnnc1C(c1cc2cc(C)cc(C)c2[nH]c1=O)N1CCN(Cc2ccc3c(c2)OCO3)CC1 (stereo not drawn)
→ 8.6*	93	41[fluorescence artefact?]	227*[fluorescence artefact?]	30[fluorescence artefact?]	0	3	25*	36[fluorescence artefact?]
58: CC(=O)Nc1cccc(-c2nc3ccccc3c(=O)o2)c1
→ 99	89	2	102	-12[fluorescence artefact?]	7	8	98	-4
59: O=C(CSc1nnc2scc(-c3ccc(F)cc3)n12)NCc1ccco1
→ /	83	11	124	-4	-3	2	85	-5
60: O=C(CSC1=NCCS1)N1CCOCC1
→ 103	100	-10	96	1[fluorescence artefact?]	-1	3	92	5
